GLP1R inv ag: qHTS of GLP-1 Receptor Inverse Agonists (Inhibition Mode). actives 1.6% (n = 410,000). AID 624417, 2012. HEK293 GLP-1R CRE-luciferase, luminescence, 24 h; GLP-1R form is constitutively active. Glucagon-like peptide 1 receptor (Homo sapiens), P43220. Potency, µM (top dose mostly 38.3 µM), for inactives: at the top dose activity change, negative = inhibition, usual class: inhibitors; further: potency means the concentration at half of the fitted maximal effect; on the % scale 0 is the no-effect control and ±100 the full control effect; nearly all actives have a fitted effect of over 55% in size
Target sequence (P43220 whole entry, looked up): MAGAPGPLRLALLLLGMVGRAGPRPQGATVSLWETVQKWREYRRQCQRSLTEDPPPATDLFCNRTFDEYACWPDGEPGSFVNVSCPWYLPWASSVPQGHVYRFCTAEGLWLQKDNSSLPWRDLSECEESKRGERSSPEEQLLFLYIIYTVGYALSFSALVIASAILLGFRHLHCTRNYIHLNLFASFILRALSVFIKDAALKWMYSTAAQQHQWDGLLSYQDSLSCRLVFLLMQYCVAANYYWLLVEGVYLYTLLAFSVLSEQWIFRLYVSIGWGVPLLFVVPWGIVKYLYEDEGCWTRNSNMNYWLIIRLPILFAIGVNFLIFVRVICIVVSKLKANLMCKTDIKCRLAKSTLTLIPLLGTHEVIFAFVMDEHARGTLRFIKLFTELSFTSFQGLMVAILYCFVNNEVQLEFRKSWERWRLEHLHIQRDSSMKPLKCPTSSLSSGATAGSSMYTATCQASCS
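Inverse agonism was detected as reduced cAMP-driven luciferase luminescence after 24 h compound treatment. The cells were HEK293 clones expressing constitutively active human GLP-1R with the reporter. Reporter-only and GPR119 cell lines served as counterscreen controls.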
MmCpn inh: Inhibitors of TCP-1 ring complex (TRiC) of Methanococcus maripaludis (MmCpn): qHTS. purified Mm-Cpn ATPase, ADP Transcreener TR-FRET. Potency, µM (doses to about 76.9 µM), inactives show at the top dose activity, negative = inhibition, usual class: inhibitors. actives 0.031% (n = 330,000). AID 504842, 2011; further: potency means the concentration at half of the fitted maximal effect; on the % scale 0 is the no-effect control and ±100 the full control effect; nearly all actives have a fitted effect of over 80% in size
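Reaction buffer contained 30 mM Tris pH 7.4, 100 mM KCl, 5 mM MgCl2 and 1 mM DTT. Mm-CPN (25 nM final) hydrolysed 10 uM ATP over 30 min at 37°C; ADP was read by HTRF.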
Akt phos inh: HTS Assay for Inhibitors of Akt Phophorylation: Primary Screen. Neuro2A IGF-stimulated pAkt S473 HTRF, 20 min; stronger effect = lower value. activity change, % for hits at 50 µM. actives 0.32% (n = 360,000). AID 651550, 2012; in the data active means activity change below about -80%; inconclusive means mostly about -51% to -80%; further: on the % scale 0 is the no-effect control and ±100 the full control effect
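Neuro2A cells in DMEM with 0.5% FBS, overnight at 37 deg C, given compound at single 50 µM final, then IGF (6 nM final) for 20 min at 37 deg C. Lysed; phospho-Akt Ser473 by HTRF after 24 h, 665/615 ratio.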
aSyn rescue: qHTS of alpha-syn Inhibitors; Yeast expressing alpha-synuclein, growth rescue, BacTiter-Glo, 24 h; Potency, µM (series often up to 46.1 µM), inactives show top-dose growth rescue (activation), usual class: activators; actives 0.14% (n = 370,000); further: potency means the concentration at half of the fitted maximal effect; % of control where 0% means no effect; nearly all actives have a fitted effect of over 65% in size
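Readout is rescue of growth in alpha-synuclein-expressing yeast, so inhibitors of toxicity appear as activators. Growth after 24 hr at 30 deg C in galactose medium is quantified by luminescence.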
GLP1R cytotox: qHTS of GLP-1 Receptor Inverse Agonists: Cytotox Screen | HEK293 cAMP-luciferase reporter cells, luminescence, 24 h | Potency, µM (doses to about 38.3 µM), without a hit: top-dose activity change, negative = inhibition, hits mostly inhibitors | actives 0.13% (n = 410,000);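 further: loss of luciferase light is scored as toxicity; potency means the concentration at half of the fitted maximal effect; on the % scale 0 is the no-effect control and ±100 the full control effect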
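Luminescence readout: signal drop marks cytotoxicity. Plated cells grew 12 h at 37 °C, 5% CO2, received 23 nL compound for 24 h, then got luciferase reagent, read after 12 min at RT.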
TDP43 rescue: qHTS of TDP-43 Inhibitors; TDP-43 expressing yeast growth rescue, BacTiter-Glo, 24 h; Potency, µM (series often up to 46.1 µM), inactives show at the top dose growth rescue (activation), hits mostly activators; actives 1.8% (n = 410,000); AID 652104, 2013; further: potency means the concentration at half of the fitted maximal effect; % of control where 0% means no effect; nearly all actives have a fitted effect of over 50% in size
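Cell-based yeast growth screen: TDP-43 expression induced in galactose, inoculum OD600=0.02 after raffinose pregrowth to mid-log. Read-out BacTiter-Glo luminescence at 24 hr, 30 deg C; inhibition of toxicity seen as signal increase.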
Abeta rescue: qHTS for compounds that reverse cellular toxicity of Amyloid beta (A-beta) peptide in yeast: Primary Screen; Potency, µM (top dose mostly 46.1 µM), for the others: top-dose growth rescue, usual class: activators; yeast expressing A-beta42, growth rescue, OD600, 48 h; response scale: 0% DMSO, 100% iron-clioquinol control; actives 0.063% (n = 410,000); further: potency means the concentration at half of the fitted maximal effect; nearly all actives have a fitted effect of over 55% in size
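Growth rescue measured by 600 nm absorbance after 48 h yeast culture at 30 C with compound. Values normalized between DMSO and an equimolar ferric chloride plus clioquinol control.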
FUS suppressor: qHTS for Suppressors of FUS Proteinopathy: Primary screen using FUS-linked yeast assay; S. cerevisiae FUS-expressing, growth rescue, OD600, 24 h; Potency, µM (highest dose often 76.6 µM), for the others: at the top dose growth rescue (activation), usual class: activators; actives 0.24% (n = 390,000);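 further: potency means the concentration at half of the fitted maximal effect; plate controls were DMSO vehicle for no effect and reference control for full effect; nearly all actives have a fitted effect of over 55% in size; some results filed as inactive show a strong effect at the top dose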
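Read-out: OD at 600 nm after 24hr at 30C, reporting rescue of FUS-induced yeast toxicity. Cells at OD 0.005 in galactose (2%) minimal medium; compounds tested in a dilution series; CP55940 titration from 92uM final as control.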
PTHR1 ag: qHTS for PTHR1 Agonists: Primary Screen | Potency, µM (series often up to 115 µM), for the others: at the top dose activation, usual class: activators | HEK293 GP2 PTHR1 cells, GloSensor cAMP luminescence, 1 h | AID 743266, 2014 | actives 0.075% (n = 410,000); further: potency means the concentration at half of the fitted maximal effect; nearly all actives have a fitted effect of over 55% in size; some results filed as inactive show a strong effect at the top dose; inactives centre near -15; many of its hits are not listed in these tables
Target sequence (Q03431 whole entry, looked up): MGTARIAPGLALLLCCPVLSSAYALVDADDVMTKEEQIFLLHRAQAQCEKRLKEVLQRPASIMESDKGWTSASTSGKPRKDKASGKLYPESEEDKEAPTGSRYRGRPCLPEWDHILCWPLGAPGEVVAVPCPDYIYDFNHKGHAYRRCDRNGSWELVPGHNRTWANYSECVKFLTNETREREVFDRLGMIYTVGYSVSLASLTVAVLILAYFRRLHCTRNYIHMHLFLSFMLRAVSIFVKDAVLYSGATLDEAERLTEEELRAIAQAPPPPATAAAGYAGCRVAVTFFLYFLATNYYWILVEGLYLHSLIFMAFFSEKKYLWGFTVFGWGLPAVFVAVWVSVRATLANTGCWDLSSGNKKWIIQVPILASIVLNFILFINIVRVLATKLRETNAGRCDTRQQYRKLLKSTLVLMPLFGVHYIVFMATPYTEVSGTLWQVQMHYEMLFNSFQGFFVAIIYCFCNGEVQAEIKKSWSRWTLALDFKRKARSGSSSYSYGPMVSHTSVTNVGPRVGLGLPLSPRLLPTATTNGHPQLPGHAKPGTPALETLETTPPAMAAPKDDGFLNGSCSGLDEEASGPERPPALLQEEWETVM
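HEK-293-derived GP2 cells expressing PTHR1 and a GloSensor cAMP reporter, 3,000/well, plated overnight, given luciferin plus IBMX (each 0.5 mM as added) for 1 h at 37 °C, then compound for 1 h at 37 °C. Luminescence was read after 15 min at room temperature.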
An asterisk follows results filed as active; i = inactive; ? = inconclusive; nt = no result given; & = joins results of further samples; [ ] = another dose, or the depositor's remark. Unless noted, the call rests on the fitted dose curve; in most records, active means well fitted curve in the direction sought with a large enough effect; inconclusive means small, poorly fitted or top-dose-only effect, or another doubt; inactive means no such curve, though single readings can be large; an effect the other way counts as inactive or inconclusive.

SMILES	GLP1R inv ag	MmCpn inh	Akt phos inh	aSyn rescue	GLP1R cytotox	TDP43 rescue	Abeta rescue	FUS suppressor	PTHR1 ag
O=[N+]([O-])c1ccc(N2CCN(c3ccc(F)cc3)CC2)cn1	43%[activator]	1%	i	7%	-12%	11%	3%	2%	-22%
O=C(CCNS(=O)(=O)c1cccc2nonc12)Nc1ccc(Cl)cc1	?	4%	i	-2%	?	-2%	-5%	0%	i
CCn1c(SCC(=O)NC(C)C)nnc1-c1cccs1	-7%	-1%	i	5%	22%	-7%	0%	-6%	i
Cc1c(C2CC(=O)N(c3ccccc3)C2=O)[nH]n(-c2ccccc2)c1=O (configuration not stated)	12%	-1%	i	6%	-8%	-1%	9%	33%	i
COc1cccc(/C=C2\SC(=O)N(CCC(=O)N3CCCCC3CCO)C2=O)c1 (configuration not stated)	?	1%	i	11%	?	6%	0%	37%	-39%[inhibitor]
O=C(C1=C(O)C(=O)N(CCc2ccccc2)C1c1cccnc1)c1ccco1 (configuration not stated)	21%	-6%	i	0%	2%	12%	5%	13%	i
Oc1[nH]c2ccccc2c1C=Nc1ccc2c(c1)OCO2	-21%	-7%	i	-14%	-11%	4%	-8%	17%	-25%[57.5 µM]
CCN(CC)C(C)C(=O)Nc1c2c(cc3c1CCC3)CCC2 (configuration not stated)	?	2%	i	2%	20%	6%	-3%	nt	i
Cc1ccc(C)c(Cn2c3ccccc3c3cnn(CC(=O)NCCCN4CCCCC4)c(=O)c32)c1	?	-4%	i	1%	?	3%	-12%	11%	i
C=CCSc1[nH]c(=O)cc(C)c1C(N)=O	-24%	0%	i	4%	-27%	5%	-12%	-6%	1%[57.5 µM]
O=C(CSc1nnc(-c2cccnc2)s1)Nc1cccc(C(=O)O)c1	?	-1%	i	0%	-14%	15%	16%	nt	1%
O=C(CCc1nc(-c2ccc(F)cc2)no1)Nc1cccc(C(=O)NC2CC2)c1	-19%	4%	i	-14%	-8%	16%	-13%	4%	-40%[inhibitor]
COc1ccc(NS(=O)(=O)c2ccc3c(c2)[C@H]2C=CC[C@H]2[C@@H](c2ccc(C(=O)O)cc2)N3)cc1	-13%&-3%	1%	i	2%	-8%&1%	-11%&11%	1%&-10%	?	-23%
O=C(CCSCCc1ccccn1)Nc1nccs1	-20%	1%	i	-4%	-16%	4%	-28%	-6%	11%
O=C(CN1CCCC1)NC(c1ccccc1)c1ccccc1	?	-3%	i	2%	-5%	4%	-8%	-16%	-10%
O=C(CN1CCOCC1)Nc1ccc(F)cc1	0%	1%	i	1%	0%	19%	1%	-30%	i
COc1cc(NC(=O)CN(C)S(=O)(=O)c2cccs2)cc(OC)c1	3%	0%	i	-1%	-9%	-1%	-8%	32%	i
C=C(C)COc1ccc2c(CC)cc(=O)oc2c1	-3%	2%	i	5%	-1%	22%	-40%[inhibitor]	-22%	-27%
CCS(=O)(=O)NCC(c1cccnc1)N1CCN(c2ccccc2)CC1 (configuration not stated)	-27%	0%	i	-1%	0%	17%	5%	-3%	i
COc1ccc(/C=C(/C#N)c2cccnc2)cc1OC	12%	-7%[15.4 µM]	i	15%	-1%	?	3%	4%	-26%
COc1cccc(C(=O)N/N=C/C(Br)=C/c2ccccc2)c1	144%[activator]	0%	i	12%	?	20µM*	-15%	30%	-15%
Cc1ccc(-c2cccc(NC(=O)C3C(C(=O)O)[C@@H]4C=C[C@H]3C4)c2)o1 (some centres not stated)	?	-3%	i	10%	-7%	24%	8%	22%	i
CC1(c2ccc(Cl)cc2)NC(=O)N(CC(=O)N2CCc3ccccc3C2)C1=O (configuration not stated)	?	0%	i	4%	-3%	-6%	-9%	15%	-61%[inhibitor]
Cc1ccc(NC(=O)c2ccc(-n3cccn3)c([N+](=O)[O-])c2)cc1C	0%	1%	-110%*	-1%	-11%	-6%	-15%	26%	-28%
CN1CCN(S(=O)(=O)c2ccc(NC(=S)NC(=O)C3CCCC3)cc2)CC1	5%[7.66 µM]	0%	i	1%	-2%[7.66 µM]	-1%[9.22 µM]	-10%	7%	i
CCC1(CC)NC(=O)N(CC(=O)Nc2ccc(-n3cnnn3)cc2)C1=O	8%	1%	i	0%	6%	11%	-17%	-13%	-19%
COc1ccc(OC)c(C(O)c2ncc(-c3cccc(C(F)(F)F)c3)[nH]2)c1 (configuration not stated)	-15%	nt	i	-3%	-3%	16%	0%	-3%	-40%
CCn1cc(/C=C(\NC(=O)c2ccccc2OC)C(=O)NCCCN2CCOCC2)c2ccccc21	11%	0%	i	1%	-6%	6%	15%	6%	i
CCC(=O)N1CCc2cc(Br)cc(S(=O)(=O)CCC(=O)NCc3ccc(Cl)cc3)c21	8%	nt	nt	nt	0%	2%	-1%	0%	i
CC(=O)Nc1ccc(NC(=O)C2CCN(C(=O)c3ccc([N+](=O)[O-])cc3)CC2)cc1	12%	0%	i	-7%	-8%	-24%	-29%	5%	i

In the list so far, 4 contain fluorine.
SMILES	GLP1R inv ag	MmCpn inh	Akt phos inh	aSyn rescue	GLP1R cytotox	TDP43 rescue	Abeta rescue	FUS suppressor	PTHR1 ag
O=[N+]([O-])c1ccc(N2CCN(c3ccc(F)cc3)CC2)cn1	43%[activator]	1%	i	7%	-12%	11%	3%	2%	-22%
O=C(CCc1nc(-c2ccc(F)cc2)no1)Nc1cccc(C(=O)NC2CC2)c1	-19%	4%	i	-14%	-8%	16%	-13%	4%	-40%[inhibitor]
O=C(CN1CCOCC1)Nc1ccc(F)cc1	0%	1%	i	1%	0%	19%	1%	-30%	i
COc1ccc(OC)c(C(O)c2ncc(-c3cccc(C(F)(F)F)c3)[nH]2)c1 (configuration not stated)	-15%	nt	i	-3%	-3%	16%	0%	-3%	-40%

The list goes on:
SMILES	GLP1R inv ag	MmCpn inh	Akt phos inh	aSyn rescue	GLP1R cytotox	TDP43 rescue	Abeta rescue	FUS suppressor	PTHR1 ag
CS(=O)(=O)c1ncc(Cl)c(C(=O)N(Cc2ccc(Cl)cc2)Cc2ccco2)n1	8.9µM*	nt	nt	nt	?	?	-49%[inhibitor]	42%	-4%
O=C(Nc1ccc2c(c1)OCO2)c1cc2nc(C3CC3)cc(C(F)(F)F)n2n1	0%	1%	i	-8%	-12%	-10%	5%	19%	i
C[N+](C)(CCOc1ccccc1)Cc1ccccc1 (tested in a mixture with another compound)	1%	-2%	i	2%	-2%	0%	-8%	nt	i
COc1ccc2c(c1)c(C(O)CN1CCC(Cc3ccccc3)CC1)c(C)n2C (configuration not stated)	?	0%	i	10%	?	2%	20%	22%	-11%
Cc1ccc(NC(=O)CCc2nc3ccccc3s2)c(O)c1	-20%	-5%	i	1%	0%	28%	8%	-20%	i
COc1ccc(N(CC(=O)NCC2CCCO2)S(=O)(=O)c2c(C)noc2C)cc1 (configuration not stated)	2%	1%	i	-11%	5%	16%	12%	19%	-6%[57.5 µM]
Cc1c(/C=N/NC(=O)c2cc(Br)ccc2O)c(=O)n(C)c(=O)n1C	2%	-1%	i	-9%	1%	0%	4%	10%	i
CN(Cc1ccc2ccccc2c1)C(=O)c1ccc(C(F)(F)F)cc1	?	-2%	i	1%	1%	-17%	-12%	?	-19%
O=C(/C=C/c1ccccc1)Nc1ccc(N2CCCCC2)cc1	-10%	0%	i	-8%	-11%	-22%	-5%	8%	i
O=C(N/N=C/c1cccnc1)C(O)(c1ccccc1)c1ccccc1	12%	0%	i	2%	2%	8%	10%	8%	i
Cc1ccc(NC(=O)Cn2cc(S(=O)(=O)c3ccc(C)cc3)c(=O)c3cc(F)ccc32)cc1	0%	-9%	i	0%	-13%	6%	-5%	-21%	i
C[C@@H]1CN([C@H](C)CO)C(=O)c2cc(Br)cnc2O[C@H]1CN(C)Cc1cccnc1	5%	nt	i	0%	11%	9%	7%	-29%	-21%
COc1ccc(NC(=O)c2ccc3c(c2)OCCO3)cc1OC	?	3%	i	-3%	9%	21%	-16%	3%	-39%[inhibitor]
N#CC(=Cc1ccccn1)c1nc(-c2ccc(Cl)cc2)cs1	?	nt	i	-1%	3%	24%	4%	6%	-20%
COc1ccc(-c2cc(C(=O)Nc3ccc(F)cc3F)no2)cc1	3%	-1%	i	0%	-5%	-9%	-9%	-2%	i
O=C(O)c1ccc2c(c1)ncn2C1CCCCC1	-1%	1%	i	-12%	22%	-16%	-5%	-3%	i
N#Cc1ccc(NC(=O)CN2C(=O)NC(Cc3ccccc3)C2=O)cc1 (configuration not stated)	-21%	-1%	i	-1%	-11%	0%	4%	12%	i
CCOC(=O)C1=C(COc2ccccc2)NC(=O)NC1c1cccc([N+](=O)[O-])c1 (configuration not stated)	-16%	2%	i	3%	-2%	11%	-2%	-1%	-31%[inhibitor]
COc1cc(OC)c(NC(=O)c2ccc3nc(C(C)C)oc3c2)cc1Cl	-21%	nt	nt	nt	-6%	17%	2%	-4%	-34%[inhibitor]
Cc1cc(C)cc(NC(=O)c2c(C)nc3ccccn23)c1	6%	-7%	i	-6%	-1%	-2%	25%	-4%	-6%
Cc1cc2c(cc1S(=O)(=O)Nc1cccc(F)c1C)NC(=O)CO2	?	-4%	i	-2%	4%	9%	7%	9%	i
O=C1CN(C(=O)C2CCCC2)CCN1	26%	1%	i	-18%	-4%	9%	17%	-16%	i

From PubChem BioAssay

Only part of the results is shown. The share of hits here may be higher or lower than overall.
